NOD2 inhibition: inhibition of NOD2-driven NF-kB reporter – cell-based, luminescence, uHTS, HEK293 (AID 1566); HEK293 NOD2/NF-kB luciferase reporter, luminescence; higher % means a stronger effect; one-dose inhibition, % at 4 µM; EC50 in µM for titrated hits; actives 0.63% (n = 290,000); in the data active = inhibition above about 50%; also: many of its hits are not listed in these tables
MT stabilizer: microtubule stabilization, imaging screen | HeLa tubulin immunostaining HCS, 24 h; share of cells brighter than vehicle mean+2SD | % tubulin-high responders, % at 10 µM | actives 0.83% (n = 200,000);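 active = plate Z-score above 3 for both tubulin-high and condensed-nucleus cell shares, with cell loss under 80%, at 10 µM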;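 also: anti alpha tubulin signal scored within the nucleus-defined area of each cell; some results filed as inactive read as strong as hits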
Insulin prom up: MIN6 insulin promoter up-regulation | z-score at 5 µM | MIN6 insulin promoter-GFP reporter, high-content imaging; hits give high values | AID 1625 | actives 0.3% (n = 190,000);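 active = z-score above 3 at 5 µM with at least 500 cells counted in the well; inconclusive = wells under 500 cells, flagged as cytotoxic or low count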
Dynein transport: blocks dynein driven cargo transport along microtubules. 3617.4 mouse cells, GR-EGFP nuclear translocation imaging; test concentration mostly 20 µM; stimulated with dexamethasone, 1 µM; hits give low values. z-score, hits read low. actives 0.47% (n = 220,000). AID 1381;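 active = plate z-score of nuclear minus cytoplasmic receptor signal below a set negative limit, without overly bright fluorescence or cell loss, cut at about -3.5 in these data, passing the limit was not always enough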;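 also: z-score of nuclear minus cytoplasmic ring GR-EGFP intensity difference per well; some compounds called inactive have numbers as strong as hits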
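Also added: dexamethasone, 1.0 µM final. Medium: tet-free, stripped-serum medium. Detection: fixed, Hoechst-stained cells imaged at 10x for EGFP. Read-out: nuclear-to-cytoplasmic GR-EGFP distribution per well. Times: induction 48 h, compound 1 h, agonist 30 min.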
NOD1 inhibition: inhibition of NOD1-driven NF-kB reporter – cell-based, luminescence, uHTS, primary screen (AID 1578); NOD1-driven NF-kB luciferase reporter cells, luminescence; higher % means a stronger effect; inhibition, % at 4 µM; hits with a dose series show EC50 in µM; actives 1% (n = 290,000); in the data active = inhibition mostly above about 36%, no sharp cut-off; inactive = mostly below about 34%;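 also: HEK-293T reporter cells stimulated with the NOD1 agonist gamma-tri-DAP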
Autophagy HCS: alters autophagy in cells | MEF GFP-LC3 puncta imaging; test concentration mostly 10 µM | calls only at 10 µM (by protocol) | actives 0.98% (n = 190,000) | AID 463193;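 active = percentage of spot-positive cells more than 3 SD above its plate mean, without a fluorescence outlier flag or 80% toxicity; inconclusive = no clear call, values can overlap the other calls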;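 also: spot-positive cell cutoff set from DMSO-treated cells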
P. falciparum M17LAP: P. falciparum M17LAP inhibitors, primary screen, biochemical, fluorogenic H-Leu-NHMec substrate, 1536-well (AID 1619); one-dose inhibition, % at 30 µM; IC50 in µM for titrated hits; recombinant M17LAP, H-Leu-NHMec fluorogenic kinetic assay; higher % means a stronger effect; actives 0.38% (n = 220,000);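 active = compound inhibiting the enzyme by more than half at any dose during confirmatory dose-response retesting; inconclusive = strong single-dose inhibitors picked by rank but not retested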;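 also: plate controls were full reaction with DMSO carrier for no effect and no enzyme background for full effect; strong numbers were not always called active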
b-catenin transl: modulators of beta-catenin nuclear translocation | HeLa beta-catenin nuclear translocation, immunofluorescence imaging | nuclear translocation activity, % at 5 µM | actives 0.3% (n = 190,000);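 active = nuclear translocation activity above 50% at 5 µM, with a well cell count of 50 or more; inconclusive = wells under 50 cells across six images, flagged as toxic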;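 also: per-cell ratio of nuclear to cytoplasmic median beta-catenin stain intensity; plate controls were DMSO negative control for no effect and GSK-3 inhibitor IX positive control for full effect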
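Test system: human HeLa cells, endogenous beta-catenin. Times: 24 h compound exposure, 37°C. Measured by: beta-catenin immunofluorescence imaging with DAPI.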
Yfh1-depleted yeast: enhancers of respiration in Yfh1-depleted yeast, dose response, Friedreich's ataxia, plus single-dose screen (AID 1465); S. cerevisiae Yfh1-off respiration, WST-1 reduction, 72 h; higher fold induction means a stronger effect; one-dose fold induction at 50 µM; EC50 in µM for titrated hits; actives 0.074% (n = 220,000);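 active = fold induction of absorbance versus untreated yeast above a set limit, then at least 30% activation at any dose in follow-up; inconclusive = repeats straddling the limit, or above it without dose testing; inactive = fold induction below the set limit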;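 also: activators that raise dye reduction in frataxin-depleted yeast; strong numbers were not always called active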
Dynein transport cytoplasmic EGFP: second read-out of Dynein transport, no call of its own (marks repeat the call); z-score; measured here: cytoplasmic GR-EGFP intensity; hits give high values
Dynein transport nuclear GR-EGFP: recorded beside Dynein transport, whose call it bears; z-score; measured here: nuclear GR-EGFP intensity;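 lower value marks the stronger effect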
Dynein transport cell count: recorded beside Dynein transport, whose call it bears; z-score; measured here: cell count per field
Insulin prom up cell count: further read-out of Insulin prom up, marked with its call; cell count; measured here: cytotoxicity, nuclei count;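 total cells summed across four imaged fields per well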
b-catenin transl cell count 5 µM: recorded beside b-catenin transl, whose call it bears; cell count; measured here: cell count, cytotoxicity flag
MT stabilizer Hoechst-high %: also measured in MT stabilizer; calls as there; % Hoechst-high responders; measured here: nuclear condensation Hoechst responders;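 share of cells brighter than vehicle mean plus two SD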
MT stabilizer cytotoxicity %: further read-out of MT stabilizer, marked with its call; toxicity, %; measured here: cytotoxicity by cell density;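 0% = mean cell density of plate MIN control wells and 100% = no cells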
Autophagy HCS cell loss 18 h: second read-out of Autophagy HCS, no call of its own (marks repeat the call); toxicity, %; measured here: cell loss, nuclei count;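 cell loss after 18 h compound exposure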
* hit, by the source's call; i = inactive; ? = inconclusive; / = not tested or not shown; + = active, no number.

SMILES	NOD2 inhibition	MT stabilizer	MT stabilizer Hoechst-high %	MT stabilizer cytotoxicity %	Insulin prom up	Insulin prom up cell count	Dynein transport	Dynein transport cytoplasmic EGFP	Dynein transport nuclear GR-EGFP	Dynein transport cell count	NOD1 inhibition	Autophagy HCS	Autophagy HCS cell loss 18 h	P. falciparum M17LAP	b-catenin transl	b-catenin transl cell count 5 µM	Yfh1-depleted yeast
FC(F)Oc1ccc(-c2csc(=Nc3cccnc3)n2CC2CCCO2)cc1 (stereo not given)	13%	4.2	2.2	5.2	0.98	1290	0.33	-0.23	-0.067	-0.81	42%	i	-48	-1%	1.6	417	i
CCCCSCCCNC(=O)Nc1ccc(CC)cc1	3%	2.0	1.2	3.9	/	/	-0.01	0.11	-0.05	0.62	10%	i	12	1%	-0.6	1102	i
Cc1ccc(S(=O)(=O)CCSc2n[nH]c(=O)n2-c2ccc3c(c2)OCCO3)cc1	-16%	/	/	/	-0.1	910	0.19	-0.18	0.64	-0.1	-12%	/	/	/	-0.3	1273	/
Cc1nc2ccccn2c1C(=O)CSc1ccccc1Cl	1%	3.0	2.0	3.0	/	/	0.22	-0.22	-0.63	0.35	24%	i	-3	16%	/	/	i
O=C(/C=C/c1cccc([N+](=O)[O-])c1)N1CCN(C(=O)c2ccco2)CC1	-7%	2.2	4.0	5.0	0.31	1486	-0.57	-0.3	-0.65	0.51	-39%	i	14	16%	/	/	i
COC(=O)c1cnn(-c2ccc(F)cc2F)c1/C=N/NC(=S)NC(C)(C)C	16%	/	/	/	-0.42	1005	-0.21	-0.25	-0.11	0.64	-3%	/	/	1%	-1.9	1326	i
O=C(CN(C1CCCCC1)S(=O)(=O)c1ccc(F)cc1)NCc1ccncc1	-5%	3.1	1.6	4.8	/	/	-0.32	-0.27	-0.2	2.2	8%	i	-11	-1%	-0.7	1197	i
CC(C)/C=N/NC(=O)c1cc(Br)ccc1O	16%	2.1	3.0	4.0	/	/	0.068	-0.23	-0.12	-0.63	-15%	i	-18	12%	-2.2	952	i
CCc1ccc2ncc(S(=O)(=O)c3ccc(C)c(C)c3)c(N3CCCC3)c2c1	-13%	4.4	2.6	6.3	0.18	1322	-0.28	-0.28	0.21	1.6	36%	i	5	0%	0.9	1102	i
Cn1cnc(S(=O)(=O)Nc2cc(-c3ccc(Cl)cc3)nn2C)c1	21%	/	/	/	/	/	-0.0038	-0.25	-0.083	-0.26	0%	/	/	-3%	-2.1	1153	i
O=C(COC(=O)c1ccc(O)cc1)Nc1ccc(N2CCCCC2)cc1	2%	2.4	1.5	6.1	-0.51	1053	-0.86	-0.1	-0.14	0.55	-16%	i	-8	19%	/	/	i
O=C(Nc1ccc(N2CCCC2)c(Cl)c1)c1ccc([N+](=O)[O-])o1	/	4.1	1.8	11	0.88	1151	-4*	0.42*	-2*	0.99*	/	i	11	1%	1.2	1100	i
O=S(=O)(NC1CCCCCCC1)c1cccs1	-11%	1.8	1.1	7.0	0.62	1149	0.49	-0.2	0.0083	-0.26	-6%	i	7	-12%	1.6	1184	i
CC1CCCCC1NS(=O)(=O)c1ccc(S(=O)(=O)NCc2ccncc2)cc1 (stereo not given)	31%	1.6	1.8	2.5	?	/	-0.097	-0.23	0.055	0.49	36%	i	-4	0%	4.4	1409	i
COc1ccccc1-c1cc(N)n(S(=O)(=O)c2ccc(F)c(C)c2)n1	20%	3.2	1.2	4.7	-1.1	892	2.5	-0.091	1.7	-0.9	-18%	i	10	23%	-0.7	1157	i
Cc1ccc(-n2nc3c(c2NC(=O)c2ccc(Br)o2)CSC3)c(C)c1	8%	3.8	2.7	6.8	-1.8	558	-1.7	-0.17	-1.2	-0.08	1%	i	9	45%	-0.5	1041	i
Cc1cc(C)c(NC(=O)/C(=C/c2ccccc2)c2ccccc2)c(C)c1	12%	2.7	4.3	7.6	-0.04	1199	0.56	-0.25	0.21	-0.29	-3%	i	6	8%	-0.5	953	i
COc1ccc(CN2CC(C(=O)NCCc3ccc(C)cc3)CC2=O)cc1 (stereo not given)	6%	3.0	1.8	6.3	0.41	1403	-1.7	-0.23	-1.2	1.5	-23%	i	-3	16%	1.6	1374	i
O=C(Nc1nnc(-c2ccccc2)s1)c1ccc(F)cc1	-108%	1.9	1.8	7.5	0.69	1586	1.2	-0.27	0.43	-1.4	-71%	i	-3	3%	-1.5	1180	i
COc1ccc(CCNC(=O)CCN2C(=O)C3CC=CCC3C2=O)cc1OC (stereo not given)	6%	1.7	2.2	0.7	/	/	-0.08	-0.28	0.18	1.4	-22%	i	-9	13%	5.2	534	i
CN1CCN(S(=O)(=O)c2ccc(N(C)Cc3cccs3)nc2)CC1	-2%	2.3	1.0	3.6	1	949	-0.89	-0.2	-0.17	0.79	-9%	i	9	6%	0.2	1137	i
CC1=CC(C)(C)N2C(=O)C(=Nc3ccc(O)cc3)c3cccc1c32	22%	/	/	/	-0.43	1137	-0.56	1.3	0.42	-0.033	5%	/	/	2%	0.2	1242	i
Cc1ccc(OCCn2c(C3CC(=O)N(Cc4ccccc4)C3)nc3ccccc32)cc1 (stereo not given)	-11%	5.6	2.5	6.8	-0.3	1890	-0.81	-0.24	-0.48	0.35	-27%	i	1	2%	-2.0	1180	i
CCN(CC)CCn1c2ccccc2c2cnc(N)c(C#N)c21	-124%	2.9	1.2	5.5	-0.33	1297	-0.17	-0.21	0.14	1.1	27%	+	33*	-17%	-2.4	1356	i
CCCc1cc(-c2[nH]ncc2-c2ccc3c(c2)OCCCO3)c(O)cc1OC	2%	47*	24*	27*	1.3	787	-0.31	-0.087	-0.011	0.47	6%	i	6	5%	2.8	1054	i
FC(F)(F)c1cccc(Cc2noc(CN(Cc3ccccn3)CC3CCCO3)n2)c1 (stereo not given)	9%	/	/	/	-0.47	1109	-0.15	-0.14	-0.17	0.24	3%	/	/	-6%	0.5	1327	i
CCOC(=O)Cn1nnnc1CN1CCN(c2ccc(OC)cc2)CC1	-10%	2.8	2.8	9.3	-1.4	1458	0.33	-0.26	0.34	-0.072	-32%	i	12	-1%	0.4	936	i
CC1=C(n2nnc3ccccc32)C(c2ccccc2)C(C#N)=C(N)O1 (stereo not given)	15%	1.9	1.7	1.9	0.4	1203	0.083	-0.12	0.74	-1.4	8%	i	-5	34%	/	/	i
C=CCN1C(=O)CN=C1Nc1cc(C)cc(C)c1	4%	5.1	1.9	1.8	-0.97	1143	0.43	-0.32	0.029	0.14	1%	i	22	-6%	-0.3	946	i
CSCCNC(=O)c1cccc(Cl)c1	6%	5.0	2.2	2.7	-2.7	1438	-0.69	0.3	0.23	0.41	-8%	i	14	8%	0.2	1585	i
CC(C)C[C@H](NC(=O)c1nc[nH]c1C(=O)N1CCc2ccccc2C1)C(=O)OC(C)(C)C	14%	/	/	/	0.3	1076	0.51	-0.77	0.32	0.22	-8%	/	/	-6%	2.0	1178	i
CN(C)CC(C)(C)CNS(=O)(=O)c1ccc(OC(F)(F)F)cc1	16%	4.3	2.3	7.8	0.58	1221	-0.33	-0.27	0.025	-0.31	-30%	i	-7	-2%	0.9	1109	i
CC(C)(Oc1ccc(Cl)cc1)C(=O)N(Cc1ccccc1)c1ccccn1	10%	1.1	1.9	9.1	0.2	1275	0.0019	-0.2	0.24	-0.23	1%	i	-4	6%	-1.2	902	i
CC(=O)Nc1cccc(NC(=O)CSc2ncc(-c3ccc(Cl)cc3)n2Cc2ccco2)c1	15%	5.7	2.0	5.6	-2.1	1076	-1.1	-0.14	-0.32	-0.32	-7%	i	12	6%	/	/	i
CCOc1ccccc1N1CSC2=C(C#N)C(c3c(OC)ccc4ccccc34)CC(=O)N2C1 (stereo not given)	-6%	3.6	2.0	6.2	0.91	869	-0.19	0.13	0.023	-0.67	-15%	i	15	-83%	/	/	i
Cc1nnc(-c2ccccc2)nc1N1CCOCC1	20%	1.4	1.4	5.7	0.48	1451	1.2	-0.15	0.29	-0.2	1%	i	2	23%	-3.3	1436	i
CCN(CC(=O)NC(=O)NC1CCCCC1)Cc1nc2ccccc2c(=O)[nH]1	2%	1.4	1.1	7.2	/	/	-0.78	0.27	-0.31	0.64	-10%	i	-3	-5%	-1.0	1152	i
O=C(c1ccc(F)cc1)N1CCC(n2nnc3ccccc32)CC1	-12%	1.8	1.8	9.6	-0.15	1702	-0.67	-0.25	-0.55	1.3	-16%	i	-2	22%	-0.9	985	i
C=CCN(c1ccc(C(=O)NCCc2ccccc2)cc1)S(C)(=O)=O	0%	1.1	1.6	17	0.52	875	0.81	-0.12	0.25	0.00066	4%	i	3	-12%	/	/	i
C=CCN1C(=O)CN=C1Nc1ccc(OC)cc1OC	0%	1.5	2.6	13	0.52	1062	-0.28	0.11	0.075	0.12	-3%	i	9	-3%	1.3	1117	i

One compound at a time (already shown). Order of values: NOD2 inhibition	MT stabilizer	MT stabilizer Hoechst-high %	MT stabilizer cytotoxicity %	Insulin prom up	Insulin prom up cell count	Dynein transport	Dynein transport cytoplasmic EGFP	Dynein transport nuclear GR-EGFP	Dynein transport cell count	NOD1 inhibition	Autophagy HCS	Autophagy HCS cell loss 18 h	P. falciparum M17LAP	b-catenin transl	b-catenin transl cell count 5 µM	Yfh1-depleted yeast
Shown for CC(C)(Oc1ccc(Cl)cc1)C(=O)N(Cc1ccccc1)c1ccccn1 → 10%	1.1	1.9	9.1	0.2	1275	0.0019	-0.2	0.24	-0.23	1%	i	-4	6%	-1.2	902	i
Shown for O=C(c1ccc(F)cc1)N1CCC(n2nnc3ccccc32)CC1 → -12%	1.8	1.8	9.6	-0.15	1702	-0.67	-0.25	-0.55	1.3	-16%	i	-2	22%	-0.9	985	i

Screening data from PubChem BioAssay.

An excerpt. The share of hits here may be higher or lower than overall.
